From PubChem BioAssay
C1s block – complement C1s protease inhibitors, primary screen, biochemical, 10-compound mixtures; Complement C1s subcomponent (Homo sapiens), P09871; purified C1s, fluorogenic AMC substrate, pooled mixtures; mean inhibition % of two 10-compound mixtures (hits give high values), % at 5 µM (by protocol); actives 0.16% (n = 62,000);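 active = inhibition above 20% in each of the two 10-compound mixture wells holding the compound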;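 note: 0% = enzyme wells lacking compound mixture and 100% = no-enzyme blank wells; some compounds called inactive have numbers as strong as hits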
Target sequence (P09871 16-437 limits assumed): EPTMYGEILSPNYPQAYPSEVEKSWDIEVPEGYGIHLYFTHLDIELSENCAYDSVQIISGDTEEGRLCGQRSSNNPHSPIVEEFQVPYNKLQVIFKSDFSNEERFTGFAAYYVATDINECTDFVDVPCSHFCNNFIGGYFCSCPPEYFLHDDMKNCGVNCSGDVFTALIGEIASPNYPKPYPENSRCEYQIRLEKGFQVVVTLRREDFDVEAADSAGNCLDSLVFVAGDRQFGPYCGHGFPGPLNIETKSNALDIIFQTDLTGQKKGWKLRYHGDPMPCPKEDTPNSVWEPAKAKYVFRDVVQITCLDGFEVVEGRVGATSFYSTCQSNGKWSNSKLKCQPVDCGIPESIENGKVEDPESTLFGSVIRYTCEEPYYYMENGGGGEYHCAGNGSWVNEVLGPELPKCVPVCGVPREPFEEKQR
Target sequence (P09871 438-688 limits assumed): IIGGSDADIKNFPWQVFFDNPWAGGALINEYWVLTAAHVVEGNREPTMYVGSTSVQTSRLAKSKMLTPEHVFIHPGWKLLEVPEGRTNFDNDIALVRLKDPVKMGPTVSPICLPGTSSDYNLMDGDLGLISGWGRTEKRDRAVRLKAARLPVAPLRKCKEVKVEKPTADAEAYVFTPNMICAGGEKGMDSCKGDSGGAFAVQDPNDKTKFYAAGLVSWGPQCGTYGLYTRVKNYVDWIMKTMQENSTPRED
PKA kinase inh – inhibitors of human PKA kinase activity, primary screen, biochemical, ATP-depletion luminescence, Kemptide substrate; PKA Kemptide phosphorylation, Kinase-Glo ATP luminescence; inhibition, % at 6 µM; actives 0.1% (n = 65,000); AID 524, 2006;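 active = inhibition above the screen-wide mean inhibition plus 3 SD, cut at about 21% in these data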; note: many of its hits are not listed in these tables
Her2 expr inh – inhibitors of Her2 protein expression, primary screen, SKBR-3 cells, AlphaScreen, 66K library; SKBR-3 HER2 protein level, 18-24 h; hits give low values; HER2 level % of control, % at 10 µM; actives 0.69% (n = 65,000);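 active = HER2 level under 5% of the carrier-only control; inconclusive = no clear call, values can overlap the other calls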;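 note: 100% = DMSO carrier and 0% = 500 nM PU-H71 HSP90 inhibitor; lower value means stronger loss of Her2 protein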
ROCK2 blocker – inhibitors of human ROCK2 kinase, primary screen, biochemical, high-throughput, luminescence. purified ROCK2, Kinase-Glo ATP depletion luminescence. inhibition, % at 6 µM. actives 0.35% (n = 60,000). AID 604, 2007;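 active = inhibition above the screen-wide mean inhibition plus 3 SD, cut at about 18% in these data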;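 note: plate controls were DMSO wells for no effect and Y-27632 control wells after no-enzyme background subtraction for full effect; many of its hits are not listed in these tables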
CatS inh – inhibitors of human cathepsin S, biochemical, compound mixtures; P25774; recombinant cathepsin S, AMC dipeptide fluorescence, pooled mixtures; inhibition, %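 (tested at 5 µM per compound within 10-compound mixtures)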; actives 0.06% (n = 62,000); in the data active = inhibition above about 32%, passing the limit was not always enough; inconclusive = no clear call, values can overlap the other calls;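 note: 0% = enzyme without compound and 100% = blank without enzyme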
CatB block – human cathepsin B inhibitors, primary screen, biochemical, fluorogenic substrate | purified cathepsin B, fluorescence | actives 0.1% (n = 63,000) | P07858 | inhibition, %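 (tested at 10 µM)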; in the data active = inhibition above about 21%;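 note: 0% = enzyme with no compound and 100% = no enzyme blank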
CatB mix inh – cathepsin B inhibitors from pooled compounds, primary screen, biochemical, compound mixtures, AMC fluorescence. inhibition, %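 (ten-compound pools at 5 µM per compound and 50 µM total)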. P07858. Purified cathepsin B, AMC dipeptide fluorescence. actives 0.06% (n = 62,000). AID 488, 2006; in the data active = inhibition above about 22%, passing the limit was not always enough; inconclusive = no clear call, values can overlap the other calls;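 note: 0% = enzyme without compound and 100% = no enzyme blank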
CatL inh – inhibitors of human cathepsin L, biochemical; Procathepsin L (Homo sapiens), P07711; purified cathepsin L, fluorogenic substrate, fluorescence; inhibition, %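 (tested at 10 µM)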; actives 0.17% (n = 58,000); in the data active = inhibition above about 45%;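 note: 0% = enzyme with no compound and 100% = no enzyme blank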
CatG inh – human cathepsin G inhibitors, primary screen, biochemical, pooled compound mixtures, AMC fluorescence | P08311 | purified enzyme, AMC-tetrapeptide fluorescence | inhibition, % at 5 µM (by protocol) | actives 0.2% (n = 62,000) | AID 581, 2007;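 active = inhibition above 20% in each of the two mixture wells holding the compound; inactive = inhibition of 20% or less in either well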;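 note: 0% = enzyme control without mixture and 100% = blank lacking enzyme; strong numbers were not always called active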
Target sequence (P08311 21-244 limits assumed): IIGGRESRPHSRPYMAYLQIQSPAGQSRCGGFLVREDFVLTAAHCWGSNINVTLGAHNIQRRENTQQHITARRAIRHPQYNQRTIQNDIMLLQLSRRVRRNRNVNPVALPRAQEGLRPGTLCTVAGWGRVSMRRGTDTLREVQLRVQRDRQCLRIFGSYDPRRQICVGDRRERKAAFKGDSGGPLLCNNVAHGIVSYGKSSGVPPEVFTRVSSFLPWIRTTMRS
The depositor's hits bear a star; ? = inconclusive; / = not tested or not shown. Some of the compounds tested, so the mix of outcomes need not match the whole.

Every second line gives: PKA kinase inh	CatS inh	C1s block	ROCK2 blocker	CatG inh	CatB block	CatL inh	CatB mix inh	Her2 expr inh
Cc1cc(C)cc(N2CC(C(=O)O)CC2=O)c1 (stereo not given)
  2	3	-1	0	-1	1	7	2	97
Cc1ccccc1NC(=O)c1ccccc1
  6	-9	2	7	4	-1	-2	9	106
O=C(CCCCn1c(=O)c2ccccc2n(Cc2ccc(F)cc2Cl)c1=O)NCc1ccco1
  5	1	0	/	8	0	7	2	50
Cn1c(Cl)nc2c1c(=O)n(Cc1cccc(Br)c1)c(=O)n2C
  3	/	/	-2	/	1	0	/	84
O=C(c1ccco1)N1CCN(C(=O)C2CCCc3c2[nH]c2ccc(Cl)cc32)CC1 (stereo not given)
  -4	0	2	-3	4	-2	-1	-2	79
O=C(O)CCSc1ccc2ccccc2n1
  3	/	/	4	/	-4	-8	/	103
COc1cc(/C=C(/C#N)c2ccc(F)cc2)ccc1OCc1ccc(C(=O)O)o1
  10	0	-7	7	-9	0	6	-2	84
CSc1ncccc1C(=O)OCC(=O)Nc1cc(C(F)(F)F)ccc1N1CCOCC1
  2	2	5	2	0	1	-2	2	70
COc1ccccc1N1CCN(Cc2ccsc2)CC1
  4	3	2	6	8	3	/	0	134
CCOCCCn1c(=NC(=O)c2cccnc2)c(C(=O)OCC)cc2c(=O)n3ccccc3nc21
  11	-1	-16	8	3	-1	-48	5	79
O=C(CN(Cc1ccc2c(c1)OCO2)C(=O)CNS(=O)(=O)c1ccccc1)NCC1CCCO1 (stereo not given)
  6	13	-4	0	-3	6	9	3	108
CCOC(=O)C1CCN(c2cc(C)nc3cc(-c4cccc(F)c4)nn23)CC1
  -4	15	-2	-5	0	8	-8	7	96
COC(=O)c1[nH]c2cccc(C)c2c1NC(=O)CN1CCN(C(=O)c2ccco2)CC1
  -2	1	2	0	-1	-5	-13	39	44
CC(C)CC1NC2(C(=O)N(C)c3ccccc32)C2C(=O)N(C(C)C)C(=O)C12 (stereo not given)
  0	14	-20	-6	-17	4	1	6	86
CC(=O)C1=C(O)C(=O)N(c2cccc(C(=O)O)c2)C1c1ccccc1F (stereo not given)
  6	/	/	5	/	2	7	/	96
COc1cc2nc(NC(=O)c3ccccc3)[nH]c(=O)c2cc1OC
  2	5	-6	/	7	2	0	2	124
N=c1c2c3c(sc2nc2n1CCC2)CCCC3
  6	8	-40	-2	-10	/	-4	6	105
CC1CN(C(=O)Cc2ccc(-c3ccccc3)cc2)CC(C)O1 (stereo not given)
  4	3	-7	4	9	2	0	5	97
COc1cccc(C2C(C(=O)c3cccs3)=C(O)C(=O)N2CCCn2ccnc2)c1OC (stereo not given)
  9	15	12	1	8	2	4	4	100
O=C(O)c1cccn2c(=O)c3ccccc3nc12
  5	-11	15	-1	9	3	2	6	91
Cn1c(=O)oc2cc(S(=O)(=O)NC3CCN(Cc4ccccc4)CC3)ccc21
  -4	5	9	1	5	3	14	5	82
O=C(c1cccs1)N1CCn2c1nc1ccccc12
  -2	-3	-28	-12	-3	-3	-13	3	88
CC(C)C(C(=O)Nc1ccc(N2CCOCC2)cc1)N1C(=O)c2ccccc2C1=O (stereo not given)
  11	-6	12	5	9	4	-6	1	108
CCCCCCNC(=O)CCNC(=O)c1cc(OC)c(OC)c(OC)c1
  8	4	7	6	13	0	8	5	90
CCS(=O)(=O)N1CCCC(C(=O)NCCCN(C)Cc2ccccc2)C1 (stereo not given)
  13	-5	-3	2	-3	-1	-2	0	93
CC(=O)c1ccc(N2CCN(S(=O)(=O)c3cccc(S(=O)(=O)N4CCOCC4)c3)CC2)cc1
  7	0	-9	/	11	6	-4	5	121
CS(=O)(=O)C1=C(O)C(=O)N(CCCC(=O)O)C1c1ccccc1F (stereo not given)
  7	1	-12	1	-14	-1	6	0	82
O=C(c1cnccn1)N1CCc2ccccc21
  3	-7	6	-1	3	-2	4	-1	93
Cc1ccccc1NC(=O)NCCN1C(=O)C2C3C=CC(C3)C2C1=O (stereo not given)
  6	3	-12	5	5	6	/	-3	93
COCCSc1ccccc1C(=O)N1CCN(Cc2ccc3c(c2)OCO3)CC1
  4	-4	-11	2	-11	6	-3	3	79

Some of these compounds in order of the PKA kinase inh value, ascending:
Every second line gives: PKA kinase inh	CatS inh	C1s block	ROCK2 blocker	CatG inh	CatB block	CatL inh	CatB mix inh	Her2 expr inh
Cn1c(Cl)nc2c1c(=O)n(Cc1cccc(Br)c1)c(=O)n2C
  3	/	/	-2	/	1	0	/	84
Cc1ccccc1NC(=O)c1ccccc1
  6	-9	2	7	4	-1	-2	9	106
CC(C)C(C(=O)Nc1ccc(N2CCOCC2)cc1)N1C(=O)c2ccccc2C1=O (stereo not given)
  11	-6	12	5	9	4	-6	1	108

Following part
Every second line gives: PKA kinase inh	CatS inh	C1s block	ROCK2 blocker	CatG inh	CatB block	CatL inh	CatB mix inh	Her2 expr inh
Oc1ccc(-c2n[nH]c(=S)n2Cc2ccccc2)cc1
  6	3	-12	4	-15	0	1	2	95
O=C(c1ccccc1)c1cccn1CC(=O)N1CCCCCC1
  -5	-3	17	-3	12	-1	2	4	98
CC(NC(=O)CSc1nnc(COc2ccccc2)o1)c1ccccc1 (stereo not given)
  5	/	/	3	/	0	13	/	105
NC(=O)c1ccsc1NC(=O)COc1ccccc1
  6	0	11	-3	8	4	1	5	78
COc1ccc(-c2nnc(SCC(=O)c3cccs3)o2)cc1
  11	-5	4	/	7	6	/	0	154
COc1ccc(-n2c(C)cc(=O)c3c2CC(C)(C)CC3=O)cc1
  -5	-6	2	-2	7	3	/	2	69
COCCN1C(=O)c2ccccc2C(C(=O)NCCCN2CCCC2=O)C1c1c[nH]c2ccccc12 (stereo not given)
  3	-6	-8	6	-4	2	0	-3	96
Cc1nn(C)c(C)c1CNC(=O)c1nn2c(c1Cl)NC(c1cccs1)CC2C(F)(F)F (stereo not given)
  -4	-3	6	-1	2	-4	7	-2	87
CCC(CC)C(=O)NCCc1cc2c(C)ccc(C)c2[nH]c1=O
  4	3	-1	4	5	1	-4	0	102
Cc1ccc2occ(C(c3nnnn3C3CCCC3)N3CCN(C(=O)c4ccco4)CC3)c(=O)c2c1 (stereo not given)
  9	-3	16	-3	10	9	21	2	103
CCN(CC)c1cccc(OCC(=O)N(C)CCC#N)c1
  6	55	10	5	6	2	6	51	88
CNC(=O)c1ccc2snnc2c1
  -5	-5	-7	-1	-3	-2	-7	-1	103
O=C(N1CCOCC1)N1CCC(n2nnc3cc(F)ccc32)CC1
  1	2	2	-1	8	7	4	1	75
CCOC(=O)CCCCC(=O)c1[nH]c(=O)[nH]c1CSc1nc(C)cc(=O)[nH]1
  13	5	9	7	2	-3	18	2	94
CCN1C(=O)CC(N2CCC(Nc3ccc(OC)cc3)CC2)C1=O (stereo not given)
  -1	8	13	0	8	4	0	4	94
CCn1cc(C(=O)NCc2ccco2)c(=O)c2cc(S(=O)(=O)N3CC(C)CC(C)C3)ccc21 (stereo not given)
  6	-3	-5	5	10	-3	3	7	69
O=C(CNc1ccc(Oc2ccccc2)cc1)N1CCOCC1
  6	1	-1	4	4	1	-5	-3	106
O=C(Nc1ccccc1)c1cccc(-c2nnc(-c3ccccc3)o2)c1
  6	-3	-8	0	-8	6	-7	4	92
CC#CCN(CC#CC)S(=O)(=O)c1ccc(-n2cnnn2)c(OC)c1
  9	3	7	4	11	5	14	1	71
O=c1[nH]c2c(s1)C(c1ccco1)C1C3CCC(C3)C1S2 (stereo not given)
  2	6	11	/	12	-2	-9	4	59
O=C(CCSCCC(=O)NCC1CCCO1)NCC1CCCO1 (stereo not given)
  0	-26	-192	-8	-25	0	/	-13	84
C=CCN(C(=O)Nc1ccccc1)C1CC(=O)N(c2ccc(OC)cc2)C1=O (stereo not given)
  7	4	-23	6	1	1	4	8	97
On1onc2c3cc(-c4ccccc4)nc3ccc21
  -6	8	-2	-3	3	4	-3	-2	41
CCOC(=O)N1CCC(Nc2c(NCCCN3CCN(c4ccc(OC)cc4)CC3)c(=O)c2=O)CC1
  -4	0	7	-8	4	4	-8	0	80
O=C(C1CCCN(S(=O)(=O)c2cnc[nH]2)C1)N1CC(=O)N(CCc2ccccc2)C(=O)C1 (stereo not given)
  -8	-4	-7	2	-15	-3	-5	-4	88
COC(=O)c1ccccc1N(C)S(C)(=O)=O
  -1	?	-7	/	1	-6	2	6	94
CCCn1c(SCC(=O)N2CCN(S(=O)(=O)c3ccc(Cl)cc3)CC2)n[nH]c1=O
  -1	4	3	0	0	3	12	0	88
CCSc1cnc(-c2ccccc2)n1CC
  -3	0	4	/	0	4	-9	4	84
CCOC(=O)COc1ccc(S(=O)(=O)NCc2cccnc2)cc1
  -7	-1	-14	-4	-4	1	-2	-4	125
Nc1nnc(-c2cc3ccccc3oc2=O)s1
  8	-27	-167	4	-7	2	-34	-4	96

Every second line gives: PKA kinase inh	CatS inh	C1s block	ROCK2 blocker	CatG inh	CatB block	CatL inh	CatB mix inh	Her2 expr inh
c1ccc2c(c1)CCOC2CNCCCN1CCCCC1 (stereo not given)
  3	-6	-35	6	-8	-2	15	2	91
CCOc1ccccc1N(CC(=O)NC(C)(C)C)C(=O)Cn1nnc(-c2ccc(C)o2)n1
  5	7	-12	-6	-13	3	-8	3	68
Cc1ccc(S(=O)(=O)CCc2nc3ccccc3n2CCC#N)cc1
  2	-14	-28	/	-6	19	4	-13	124
CCOC(=O)c1ccccc1NC(=O)C(C)Oc1ccccc1 (stereo not given)
  1	0	14	1	10	1	11	-1	94
COc1ccc(/C=C/C(O)=C2/C(=O)N(C)C3(C)CC2c2ccccc2O3)cc1 (stereo not given)
  -4	-4	-19	-4	-1	-6	-11	4	-6.0*
Cc1cc(NC(=O)Cn2nnc3sc4c(c3c2=O)CCCC4)no1
  5	20	15	15	16	5	8	7	109
CC1(C)C(=O)Nc2ccccc2N1C(=O)CN1C(=O)c2ccccc2C1=O
  1	-1	-2	0	-1	-2	-1	-5	77
CCOC(=O)N1CCC(N2Cc3cccc(C(=O)NCc4ccc(OC)cc4)c3C2=O)CC1
  1	0	9	2	39	-3	6	7	79
CC1CCN(c2nc3c(c(=O)[nH]c(=O)n3C)n2CCSc2ncccn2)CC1
  -1	7	15	-7	8	2	11	4	100
C=CCOc1cccc(C2c3c(oc4ccccc4c3=O)C(=O)N2c2ccccn2)c1 (stereo not given)
  -5	-2	-7	-3	-3	-4	-8	-3	59
CCC(=O)N(Cc1cc2cc(C)c(C)cc2[nH]c1=O)C1CCCCC1
  -7	-3	-21	-6	-12	3	1	0	107
O=C(Nc1nc2c(s1)CCCC2)c1cccnc1
  2	-2	5	-2	3	-1	1	4	74
O=S1(=O)C[C@@H](N2CCOCC2)[C@H](N2CCOCC2)C1
  2	/	/	-1	/	-4	-3	/	123
Cc1ccc(CCNC(=O)C2CCN(S(=O)(=O)N3CCCC3)CC2)cc1
  0	10	-1	/	-1	-5	-9	-2	107
CC(C)Cn1c(N2CCN(C(=O)c3cccs3)CC2)nc2ccccc21
  1	-7	-32	2	-6	2	8	5	84
COC(=O)C(C)Sc1nnc(Cc2cc(=O)[nH]c(=O)[nH]2)n1-c1ccc(OC)cc1 (stereo not given)
  4	-18	-3	-2	-3	-3	-5	-3	64
COc1ccc(C(=O)NCCSCc2ccco2)cc1OC
  14	-2	8	4	10	2	12	1	85
